HDAC3 inhib – blocks human histone deacetylase 3 | O15379 | recombinant HDAC3, fluorogenic peptide/trypsin coupled, fluorescence | inhibition, % at 8.3 µM | 320,000 tested, 0.15% active | AID 2718; in the data active = inhibition above about 26%, passing the limit was not always enough; inconclusive = no clear call, values can overlap the other calls
Target sequence (O15379 whole entry, looked up): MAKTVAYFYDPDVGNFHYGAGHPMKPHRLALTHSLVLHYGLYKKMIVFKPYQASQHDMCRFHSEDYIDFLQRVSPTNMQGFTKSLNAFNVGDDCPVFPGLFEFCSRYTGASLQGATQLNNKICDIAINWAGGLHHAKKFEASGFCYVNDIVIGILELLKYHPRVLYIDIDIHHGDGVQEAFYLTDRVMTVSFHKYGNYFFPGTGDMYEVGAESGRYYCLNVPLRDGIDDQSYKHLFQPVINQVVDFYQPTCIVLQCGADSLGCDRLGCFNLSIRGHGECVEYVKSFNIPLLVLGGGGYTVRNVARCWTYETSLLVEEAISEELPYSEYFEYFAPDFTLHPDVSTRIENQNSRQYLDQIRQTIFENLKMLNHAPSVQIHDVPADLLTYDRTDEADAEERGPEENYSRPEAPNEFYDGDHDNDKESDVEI
HIF activator – HIF pathway transcriptional activation | U2OS HRE-luciferase reporter, luminescence; normalized: DMSO 0%, desferrioxamine 100% | activation, % at 7.5 µM (by protocol) | 300,000 tested, 0.32% active | AID 1910;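 active = mean activation of at least 10% of the iron chelator positive control signal, with at least half of replicates also reaching 10%; inconclusive = mean and replicate majority disagree about reaching 10%; inactive = mean and most replicates under 10%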
HSP90 refold inh – HSP90 refolding inhibition in rabbit reticulocyte lysate | 290,000 tested, 0.91% active | inhibition, % at 5.6 µM | luciferase refolding luminescence, 3 h | AID 1789;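 active = inhibition above the screen-wide mean plus 3 SD, computed separately per campaign, cut at about 16% in these data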;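 also: 0% = DMSO wells and 100% = 60 µM geldanamycin wells; inhibitors lower the luminescence because luciferase stays unfolded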
KLF5 inhibitor – suppresses KLF5 promoter-driven expression | DLD-1 KLF5 promoter-luciferase reporter, luminescence | inhibition, % at 5 µM | 290,000 tested, 0.23% active;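 active = inhibition above a per-plate limit of that plate's mean compound inhibition plus 3 SD, cut at about 60% in these data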;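 also: 0% = DMSO wells and 100% = LY294002 at 200 µM; higher means less KLF5 promoter-driven luciferase light; inactives centre near -14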
aSyn UTR inh – 5' untranslated region of α-synuclein, MLPCN primary screen | inhibition, % (tested at 7.5 µM) | 300,000 tested, 0.82% active | alpha-synuclein 5'UTR reporter, inhibitor activity; in the data active = inhibition above about 60%; inconclusive = no clear call, values can overlap the other calls;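 also: H4 neuroglioblastoma cells stably carrying SNCA 5'UTR luciferase fusion; 0% = DMSO wells and 100% = positive control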
AI-2 QS mod – modulators of Vibrio harveyi AI-2 quorum sensing system | 300,000 tested, 0.4% active | AID 2094 | Vibrio harveyi JMH597 AI-2 luminescence/OD600 ratio, 9 h; hits give low values; strain lacks LuxN and CqsS sensors; 0 = neutral-control median | activity change, % at 7.5 µM; in the data active = activity change below about -75%, passing the limit was not always enough; inconclusive = no clear call, values can overlap the other calls;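 also: luminescence divided by OD600 gain over 9 h not by final OD600 alone; inactives centre near 13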
IEC-6 tox – kills IEC-6 intestinal cells in KLF5 counter-screen; IEC-6 cytotoxicity, luminescence viability; inhibition, % at 5 µM; 290,000 tested, 0.78% active; AID 1825; in the data active = inhibition above about 22%;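 also: 0% = plate median of test compound wells and 100% = cytotoxic reference compound wells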
HSF1 activator – increases HSF-1 driven luciferase reporter signal | NIH3T3-HGL HSF-1 luciferase reporter, MG132, 8 h; 100% = twice DMSO control signal | activation, % at 9 µM | 300,000 tested, 1.7% active | AID 504408;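 active = mean replicate activation of at least 50% with a set share of replicates each reaching 50%; inconclusive = only one of those two conditions met; inactive = mean below 50% and too few replicates reaching it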;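 also: 0% = median of the neutral control wells and 100% = twice that signal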
HSF1 inh – HSF1 inhibition. NIH3T3-HGL HSE-luciferase, MG132-induced, luminescence 8 h; hits give low values. activity change, negative = inhibition, % at 7.5 µM (by protocol). 300,000 tested, 0.77% active;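 active = more than half of replicate wells show activity change below -50%, luminescence cut by over half; inconclusive = some wells, but at most half, below -50%; inactive = no replicate well below -50%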;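 also: luciferase reports HSF-1 transcriptional activity via heat shock element; 0% = median of DMSO wells and -100% = zero luminescence signal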
Platelet DG rel – platelet dense granule release activity; AID 1663; inhibition, %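 (compounds screened at 7.5 µM in platelet-rich plasma)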; 300,000 tested, 0.22% active; human platelet-rich plasma, SFLLRN dense granule ATP release, luminescence;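 active = mean replicate score, as percent of positive control, at or above 50; inconclusive = mean below 50 but at least one replicate at or above 50; inactive = mean and every replicate below 50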
The depositor's hits bear a star; ? = inconclusive; . = no result given.

Every second line gives: IEC-6 tox	HSF1 activator	KLF5 inhibitor	HDAC3 inhib	HSF1 inh	HSP90 refold inh	HIF activator	Platelet DG rel	AI-2 QS mod	aSyn UTR inh
1. CC(C)NC(=O)C1CCN(C2CCN(C(=O)C3=CCCC3)CC2)CC1
→ 0	2	-31	1	5	2	-0.5	5	12	3
2. NC(=O)COc1ccc(=O)n(-c2ccccc2)n1
→ -2	-11	16	2	1	3	-0.2	-2	3	26
3. Cc1ccc(C(=O)/C=C/NCc2ccc(F)cc2)cc1
→ -8	?	-17	9	27	2	0.1	-8	10	-15
4. COc1ccc(CCNC2CCc3ccccc3C2)cc1 (centres undefined)
→ -7	-14	-35	0	-5	-5	1.3	3	24	4
5. Cc1cccc(CSc2nc3c(c(=O)[nH]2)CCCC3)c1
→ -3	4	0	.	-5	-3	-1.2	-4	28	18
6. Cc1sc2nc(SCc3ccc(C(=O)O)cc3)n(Cc3ccco3)c(=O)c2c1C
→ 4	-5	-7	4	-4	-1	3.7	3	6	14
7. Cc1ccc(CNC(=O)CSCc2ccccc2F)cc1
→ 3	38	-23	0	8	2	0.9	-1	29	2
8. Cc1ccc(Nc2ccc(C(F)(F)F)cc2[N+](=O)[O-])cc1
→ -3	-9	-22	2	0	-5	-0.4	5	14	12
9. CCOc1cc(NC(=S)N2CCC(C(N)=O)CC2)c(C(=O)OC)cc1OCC
→ 4	-13	-14	2	2	-1	-0.5	-3	28	?
10. Cc1csc(-c2cnn(-c3ccccc3)c2NC(=O)c2ccccc2)n1
→ -2	-6	-15	4	0	-5	0.1	1	6	8
11. Cc1nn(C(C)C(=O)O)c(C)c1[N+](=O)[O-] (centres undefined)
→ 6	6	-25	3	-8	0	0.1	-2	31	-4
12. O=C(NC1CCCCCC1)C(=S)NCc1ccccc1
→ -3	18	-42	4	8	1	2.9	-6	-8	-86
13. CCNc1nc(NCC)nc(SCCOc2ccc(C)cc2)n1
→ -1	-10	-11	-4	-6	3	0.3	-9	-3	36
14. CC(C)(C)C(=O)Nc1ccccc1C(=O)N1CCCC1
→ -4	0	6	-2	-3	-1	0.0	-1	12	-3
15. CC(N)C12CC3CC(C1)CC(C(C)N)(C3)C2 (centres undefined)
→ -3	1	-33	0	-9	3	0.6	7	14	-2

(listing goes on)
Every second line gives: IEC-6 tox	HSF1 activator	KLF5 inhibitor	HDAC3 inhib	HSF1 inh	HSP90 refold inh	HIF activator	Platelet DG rel	AI-2 QS mod	aSyn UTR inh
16. Cc1ccc(-c2[nH]c(-c3ccc(C(=O)O)cc3)nc2-c2ccccc2)cc1
→ 0	-6	-5	-247	2	-5	0.1	5	66	15
17. O=C(NCc1ccco1)C12CC3CC(C1)CC(C(=O)NCc1ccco1)(C3)C2
→ -6	8	-13	-1	-3	1	-0.9	-4	8	-3
18. CC(C)C1N(C(=O)N(C)C)CCN1S(=O)(=O)c1ccccc1 (centres undefined)
→ 4	4	-4	-3	-9	1	-0.1	-3	28	-10
19. CC(C)c1ccc(NC(=S)NCc2ccc3c(c2)OCO3)cc1
→ -2	0	-27	3	-7	-4	-0.7	-2	-17	-10
20. C=CCn1c(=O)[nH]c2nc3cc(N=CN(C)C)c(C)cc3nc2c1=O
→ -5	0	-20	-2	-2	0	-1.0	5	33	-1
21. COc1ccc(N(CC(=O)N2CCc3ccccc3C2)S(C)(=O)=O)cc1OC
→ 1	-2	-7	6	-2	3	0.0	0	16	22
22. COc1ccc(-c2nnc(SCc3csc(N)n3)n2C)cc1
→ 0	.	-15	3	.	1	.	-9	11	.
23. Cc1cc(NC(=O)COc2ccc(C(C)(C)C)cc2)no1
→ -10	7	-13	.	1	-4	1.7	-1	10	-22
24. C/C(=N\NC(=O)CSc1ncccn1)c1ccc2c(c1)OCCO2
→ 0	-3	-18	6	-4	-3	-0.1	0	14	-14
25. CCCCn1c(CCNC(=O)c2ccco2)nc2ccccc21
→ 4	-16	-28	0	-1	3	-0.4	-12	20	-13
26. CC(NCc1cccc(OCc2ccccc2)c1)C(O)c1ccccc1 (centres undefined)
→ -3	8	-34	1	-1	3	-0.2	-4	19	4
27. O=C(NCc1ccc(C(F)(F)F)cc1)C1CC(c2ccccc2[N+](=O)[O-])=NO1 (centres undefined)
→ 0	24	-3	9	14	-1	1.9	-8	4	-18
28. COc1ccc(OC)c(-n2c(N)c(C(=O)NCC3CCCO3)c3nc4ccccc4nc32)c1 (centres undefined)
→ 6	4	-3	.	-3	-2	0.3	14	11	-6
29. O=C(CSc1nnc(CSc2nc3ccccc3s2)o1)NC1CCCCC1
→ 8	31	-18	7	14	7	0.2	2	21	6
30. CCc1cc(C(=O)NC2CCCN(Cc3ccccc3F)C2)n(C)n1 (centres undefined)
→ 4	-3	-20	.	-5	0	0.1	2	22	-11

More entries follow.
Every second line gives: IEC-6 tox	HSF1 activator	KLF5 inhibitor	HDAC3 inhib	HSF1 inh	HSP90 refold inh	HIF activator	Platelet DG rel	AI-2 QS mod	aSyn UTR inh
31. Cc1ccc(COC(=O)CCCN=C2NS(=O)(=O)c3ccccc32)cc1
→ .	-10	.	2	9	.	0.1	16	18	-11
32. COC(=O)c1ccc(/C=C2/SC(=S)N(CCCC(=O)Nc3ccccn3)C2=O)cc1
→ -5	-11	6	-4	-10	3	-1.1	1	16	-31
33. O=C(NC1Cc2ccccc2C1)c1cc(COc2ccc(F)cc2Cl)on1
→ -1	18	-25	-6	-10	-2	-0.2	-1	24	5
34. CC(Cc1ccco1)NC(=O)c1cccc(S(=O)(=O)N(C)C)c1 (centres undefined)
→ 0	22	-72	3	2	-2	1.5	-24	11	-56
35. COc1cc(C2NC(=S)NC3=C2CCc2ccccc23)cc(OC)c1OC (centres undefined)
→ 2	-4	-2	5	-13	0	-0.2	1	11	16
36. Cc1sc(-n2c(C)cc(/C=C3\SC(=S)NC3=O)c2C)c(C#N)c1C
→ -4	-4	-15	2	-4	-3	0.4	-2	28	-22
37. O=C(O)c1ccc(NS(=O)(=O)c2cccc(C(=O)Nc3cccc(C(=O)O)c3)c2)cc1
→ -1	4	-42	3	-10	10	-0.3	6	1	-11
38. CCn1nc(NC(=O)c2ccncc2)c2cc3cc(C)ccc3nc21
→ -6	-24	-12	0	-8	2	0.3	-5	20	-13
39. CCOC(=O)C1=C(CN2CCN(C(=O)c3ccco3)CC2)NC(=O)NC1c1ccc(C)cc1 (centres undefined)
→ -9	13	0	-1	2	1	-0.5	-10	18	-7
40. CC(=O)NCCNC(=O)CNC(=O)c1ccc(Cl)cc1
→ 4	-1	12	-1	0	2	-0.1	2	24	38
41. O=C(COC(=O)C1=COCCO1)Nc1cccc(S(=O)(=O)N2CCOCC2)c1
→ 1	13	-14	2	2	5	-0.3	22	12	1
42. O=S(=O)(NCc1ccccc1F)NCc1ccccc1F
→ -4	4	-9	0	-6	-3	0.1	9	20	9
43. O=C(O)c1ccccc1C(=O)N1CCN(Cc2ccc3c(c2)OCO3)CC1
→ 0	-2	-29	.	-4	-1	-0.7	-2	7	2
44. COc1ccc(C(=O)Oc2ccc3c(c2)OCO3)cc1OC
→ 4	-9	-6	-9	12	3	1.1	2	24	-59
45. O=C1N=C(N2C=CC(=C3C=CNC=C3)C=C2)/C(=C/N=NC(=O)c2ccccc2)S1
→ -4	6	-8	10	8	3	-1.0	-3	11	13

Additional entries:
Every second line gives: IEC-6 tox	HSF1 activator	KLF5 inhibitor	HDAC3 inhib	HSF1 inh	HSP90 refold inh	HIF activator	Platelet DG rel	AI-2 QS mod	aSyn UTR inh
46. NNc1nc2ccc(F)cc2s1
→ 8	-13	-154	-8	-6	7	1.7	4	18	-254
47. CC1CC(NC2=NCCS2)CC(C)(C)C1 (centres undefined)
→ -3	8	-12	-2	-1	1	0.3	-2	13	-17
48. O=C(NCc1cccc(Cl)c1)C1CCCO1 (centres undefined)
→ -3	-6	-25	-15	-9	-3	-0.4	16	7	10
49. NNC(=O)C1=NOC(CNc2ncc(C(F)(F)F)cc2Cl)C1 (centres undefined)
→ 3	12	-12	1	2	3	-0.3	0	24	12
50. Nn1c(SCc2cccc(Cl)c2)nnc1-c1ccncc1
→ 3	24	-17	1	7	3	0.0	-1	5	-42
51. Cc1cccc(NC(=S)NC(=O)c2ccc(Br)o2)c1C
→ 8	92*	-22	9	44	2	3.2	-6	7	-74
52. COCCOC(=O)C1=C(C)OC(N)=C(C#N)C1c1cc2cccc(C)c2nc1Cl (centres undefined)
→ 1	-2	-47	-8	-9	-3	-0.1	3	1	-19
53. COc1ccc(-c2c(C)nn3c(C)cc(C)nc23)cc1
→ 0	-10	-20	3	2	-4	-0.3	1	6	8
54. N#Cc1c(-c2ccccc2)nc(-c2ccccc2)nc1N1CCOCC1
→ -1	-1	-13	0	-15	-2	-0.2	0	14	20
55. O=C(c1ccco1)N1CCN(C(=O)C2CC(c3ccc(F)cc3)=NO2)CC1 (centres undefined)
→ 2	-9	9	0	0	2	0.2	1	7	3
56. O=C(NNS(=O)(=O)c1ccccc1)c1cc2cc3ccccc3nc2s1
→ 5	5	-33	5	2	-1	2.1	5	17	-46
57. CCCCn1c(=O)cc(N2CCOCC2)[nH]c1=O
→ 5	-7	-6	.	-6	2	-0.1	2	3	6
58. COc1cc(/C=C2\SC(=S)N(CCCCC(=O)O)C2=O)ccc1OS(=O)(=O)c1ccc(C)cc1
→ .	-49	.	6	-33	.	-0.2	-25	13	-58
59. COc1cc(Br)cc(Br)c1OCC(=O)N/N=C/c1c(C)n(C)n(-c2ccccc2)c1=O
→ 2	.	-19	-1	.	-4	.	.	0	.
60. CCOc1ccccc1N(CC(=O)N1CCCCCC1)S(=O)(=O)c1ccc(C)cc1
→ -1	4	9	-2	2	-2	0.2	0	46	-36
61. CCCc1ccc(-c2cc(N)n[nH]2)cc1
→ -5	2	-43	-2	4	-2	-0.1	-2	12	-61
62. O=C(NC1CCCC1)c1cc2nc(-c3ccccc3)cc(-c3ccccc3)n2n1
→ -1	6	-11	-7	0	1	-0.4	-2	-2	41
